SENP8 block-1: inhibitors of human SENP8 protease | AID 602440 | recombinant SENP8, Nedd8 substrate fluorescence | Q96LD8 | 360,000 compounds, 0.64% hits | inhibition, % at 20 µM; in the data active means inhibition mostly above about 40%, no sharp cut-off; inactive means mostly below about 27%
Target sequence (Q96LD8 whole entry, looked up): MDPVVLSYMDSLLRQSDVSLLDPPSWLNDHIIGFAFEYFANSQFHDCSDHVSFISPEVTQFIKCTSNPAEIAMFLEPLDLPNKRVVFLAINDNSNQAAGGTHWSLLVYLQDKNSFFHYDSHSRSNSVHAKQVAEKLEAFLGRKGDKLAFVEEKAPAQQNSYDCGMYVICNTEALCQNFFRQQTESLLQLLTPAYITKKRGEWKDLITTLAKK
PfG6PD inh: PfG6PD (Plasmodium falciparum) enzyme inhibition; PfGluPho enzyme, NADPH resazurin-diaphorase fluorescence; inhibition, % at 20 µM; 350,000 compounds, 0.78% hits;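 active means inhibition reaching at least a set limit at 20 µM in the primary screen, cut at about 59% in these data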;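 further: 0% = DMSO wells with substrate and 100% = DMSO wells lacking glucose-6-phosphate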
SENP7 inh: SENP7 protease inhibition | AID 434973 | recombinant SENP7, Z-RLRGG-aminoluciferin luminescence, 40 min | 330,000 compounds, 1.5% hits | Q9BQF6 | inhibition, % at 5 µM;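 active means inhibition above about 50% at the single test dose, limit read from the data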;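 further: plate controls were DMSO with enzyme for no effect and no enzyme buffer wells for full effect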
SENP8 block-2: inhibitors of human SENP8 protease. Q96LD8. purified SENP8, Z-RLRGG-aminoluciferin cleavage, luminescence. inhibition, % at 10 µM. 330,000 compounds, 1.2% hits. AID 2540; in the data active means inhibition above about 50%
SENP6 inh: inhibitors of human SENP6 protease | Recombinant SENP6 catalytic domain, aminoluciferin luminescence | inhibition, % at 10 µM | 330,000 compounds, 1.8% hits;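 active means inhibition above about 50% at the single tested dose, limit read from the data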;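 further: plate controls were DMSO wells with enzyme for no effect and DMSO wells lacking enzyme for full effect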
Target sequence (Q9GZR1 628-1112 limits assumed): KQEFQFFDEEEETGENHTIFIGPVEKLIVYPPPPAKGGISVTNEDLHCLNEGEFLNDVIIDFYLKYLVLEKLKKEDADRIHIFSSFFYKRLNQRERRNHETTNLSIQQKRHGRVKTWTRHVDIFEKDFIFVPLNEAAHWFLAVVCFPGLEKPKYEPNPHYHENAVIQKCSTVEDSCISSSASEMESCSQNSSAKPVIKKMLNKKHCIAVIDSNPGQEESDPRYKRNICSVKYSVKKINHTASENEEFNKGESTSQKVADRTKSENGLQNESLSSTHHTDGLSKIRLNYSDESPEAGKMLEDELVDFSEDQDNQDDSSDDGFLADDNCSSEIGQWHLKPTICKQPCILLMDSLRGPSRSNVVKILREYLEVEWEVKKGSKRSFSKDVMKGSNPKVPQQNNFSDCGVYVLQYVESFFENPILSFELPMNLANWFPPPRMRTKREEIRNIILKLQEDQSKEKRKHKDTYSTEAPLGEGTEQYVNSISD
SENP1 inh: inhibitors of human SENP1 SUMO protease catalytic domain; recombinant SENP1 catalytic domain, CyPet-SUMO1-YPet FRET cleavage; 360,000 compounds, 0.21% hits; Q9P0U3; inhibition, % at 10 µM;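 active means inhibition at least 30% at 10 µM, raw YFP signal under a set limit, fluorescence ratio 0.5 to 1.5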;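 further: 0% = enzyme with DMSO and 100% = no enzyme wells; some results filed as inactive read as strong as hits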
Target sequence (Q9P0U3 419-644 limits assumed): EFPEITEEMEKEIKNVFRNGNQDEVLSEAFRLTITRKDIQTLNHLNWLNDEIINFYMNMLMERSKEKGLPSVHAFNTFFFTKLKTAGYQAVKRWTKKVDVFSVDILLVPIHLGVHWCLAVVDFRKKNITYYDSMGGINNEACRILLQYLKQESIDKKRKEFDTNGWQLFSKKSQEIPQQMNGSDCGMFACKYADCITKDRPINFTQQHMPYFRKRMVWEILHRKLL
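Test system: recombinant human SENP1 catalytic domain, His6-tagged / Medium: pH 8 Tris buffer with EDTA, NaCl, BME, BSA, NP40, catalase / Also added: SUMO1 FRET substrate flanked by Cypet and Ypet, 25 nM / Times: 50 min reaction at room temperature / Signal: FRET, CFP and YFP emission / Control set: no-enzyme low control and enzyme-plus-DMSO high control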
HKDC1 inh: inhibitors of human hexokinase HKDC1; Q2TB90; recombinant HKDC1, G6PDH/diaphorase resazurin coupled fluorescence; inhibition, % at 20 µM; 340,000 compounds, 0.16% hits;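 active means inhibition above about 35% when tested at 20 µM, limit read from the data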;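 further: plate controls were DMSO wells with enzyme for no effect and DMSO wells lacking enzyme for full effect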
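Test system: recombinant HKDC1 (HK5) hexokinase enzyme, produced in-house; Amount: enzyme 5 µg/mL final; Buffer or medium: Tris pH 8.0 buffer with MgCl2, Tween-20, BSA, BME; Reagent: glucose and ATP substrates; Doses: 20 µM test compound, 1% DMSO; Incubation: 90 min reaction incubation at room temperature, dark; Detection: resorufin fluorescence at 613 nm.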
Apaf-1 inh: blocks human Apaf-1 apoptosome activity; 330,000 compounds, 0.71% hits; reconstituted apoptosome caspase-3 activity, DEVD-Rh110 fluorescence; inhibition, % at 20 µM; active means inhibition of at least 40% at 20 µM;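 further: plate controls were DMSO wells for no effect and DEVD-CHO caspase inhibitor wells for full effect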
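Assay system – apoptosome proteins · Medium – Hepes buffer, pH 7.5 · Also added – cytochrome c with DEVD-Rh110 · Timing – 30 min compound preincubation, 50 min activation, room temperature · Detection – Rh110 fluorescence, excitation 480 nm, emission 540 nm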
The depositor's hits bear a star; · = no result given. Rows were taken by chance, and some 3.6% of all compounds hit somewhere here.

Start of the listing, in advance, 9 compounds:
Under each structure – PfG6PD inh, Apaf-1 inh, SENP7 inh, SENP8 block-2, SENP8 block-1, SENP6 inh, SENP1 inh, HKDC1 inh
- O=C(c1ccc(NS(=O)(=O)c2cccs2)cc1)N1CCCCC1
 : -23, 6, 7, 0, 17, 14, 0, -1
- COc1ccccc1C1C(C#N)=C(N)N(c2cccnc2)C2=C1C(=O)CC(C)(C)C2 (stereo unspecified)
 : -4, 1, 3, -4, 11, -11, -6, -1
- C=CCNC(=S)NNC(=O)c1ccc(=O)n(Cc2ccccc2)c1
 : -8, 12, 5, -1, 5, -13, -1, -2
- CCc1ccc2nc(SCC(=O)Nc3ccccc3N3CCOCC3)c(C#N)cc2c1
 : 1, 9, 9, -1, 22, 17, 48*, -7
- COC(=O)c1ccc(N2CCOCC2)c(NC(=O)c2ccco2)c1
 : -13, 2, -15, 3, 0, -1, 1, 0
- CC(C)(C)NC(=O)c1cccc(NC(=O)c2ccc(NC(=O)c3ccco3)cc2)c1
 : 13, 0, 4, 2, 7, 15, 2, -11
- COc1ccc(N(C(C)C(=O)NCCSCc2cccc(Cl)c2)S(C)(=O)=O)cc1 (stereo unspecified)
 : 4, 16, 4, 1, 8, -5, -3, 6
- Cc1ccc2[nH]c3c(=O)n(N)c(=O)[nH]c3c2c1
 : 4, 0, -1, 1, -385, -8, -10, -1
- Cc1nnsc1NC(=O)OCCCl
 : -16, -5, -1, -6, 16, 2, 0, -2

The list itself, from the start:
Under each structure – PfG6PD inh, Apaf-1 inh, SENP7 inh, SENP8 block-2, SENP8 block-1, SENP6 inh, SENP1 inh, HKDC1 inh
- O=C(c1ccc(NS(=O)(=O)c2cccs2)cc1)N1CCCCC1
 : -23, 6, 7, 0, 17, 14, 0, -1
- COc1ccccc1C1C(C#N)=C(N)N(c2cccnc2)C2=C1C(=O)CC(C)(C)C2 (stereo unspecified)
 : -4, 1, 3, -4, 11, -11, -6, -1
- C=CCNC(=S)NNC(=O)c1ccc(=O)n(Cc2ccccc2)c1
 : -8, 12, 5, -1, 5, -13, -1, -2
- CCc1ccc2nc(SCC(=O)Nc3ccccc3N3CCOCC3)c(C#N)cc2c1
 : 1, 9, 9, -1, 22, 17, 48*, -7
- COC(=O)c1ccc(N2CCOCC2)c(NC(=O)c2ccco2)c1
 : -13, 2, -15, 3, 0, -1, 1, 0
- CC(C)(C)NC(=O)c1cccc(NC(=O)c2ccc(NC(=O)c3ccco3)cc2)c1
 : 13, 0, 4, 2, 7, 15, 2, -11
- COc1ccc(N(C(C)C(=O)NCCSCc2cccc(Cl)c2)S(C)(=O)=O)cc1 (stereo unspecified)
 : 4, 16, 4, 1, 8, -5, -3, 6
- Cc1ccc2[nH]c3c(=O)n(N)c(=O)[nH]c3c2c1
 : 4, 0, -1, 1, -385, -8, -10, -1
- Cc1nnsc1NC(=O)OCCCl
 : -16, -5, -1, -6, 16, 2, 0, -2
- COc1ccc(C(=O)NC(C)c2ccc(-n3ccnc3)cc2)c(OC)c1OC (stereo unspecified)
 : -7, 2, -8, 0, -2, -14, -1, -3
- O=C(O)c1cc(Cl)nc2ccccc12
 : 3, -21, 4, 0, 11, -10, 1, -4
- C/C=C/C(=O)Nc1cccc(C2=NOC3(C2)C[C@@H](C(N)=O)N(C(=O)c2cc([N+](=O)[O-])cc([N+](=O)[O-])c2C)C3)c1 (stereo partly specified)
 : 17, 7, -5, 5, 11, 9, 1, 7
- O=C(O)[C@@H]1CCCN1C(=O)CCc1c[nH]c2ccccc12
 : 1, 1, 1, -3, 16, 5, 3, -8
- CCN(CC)CCNC(=O)c1c(O)c2cc(OC)c(OC)cc2[nH]c1=O
 : 1, -1, 3, 6, -438, -7, 4, -5
- CCSc1ncc(C#N)c(N)n1
 : 13, 8, -1, 6, 18, -1, 0, 3
- CCN(CC)S(=O)(=O)c1cccc(C(=O)N2CCCCC2)c1
 : -17, -1, 6, 1, 24, 10, 1, -3
- CC(NC(=O)Nc1ccc(Cl)c(Cl)c1)C(c1ccccc1)N1CCOCC1 (stereo unspecified)
 : 57, 2, -5, -12, -6, 6, 2, 3
- FC(F)Oc1ccc(/C=N/NC(=S)Nc2cc(C(F)(F)F)ccc2Cl)cc1
 : 4, 0, -7, -15, 22, 4, 1, -12
- COc1ccc(Br)cc1S(=O)(=O)N1CCN=C1c1ccccc1
 : 8, 8, -1, 5, 5, -10, -1, -6
- CC1CCCCN1C(=O)Cn1cnc2cc([N+](=O)[O-])ccc2c1=O (stereo unspecified)
 : -12, -20, 9, -4, -30, 15, -16, 3
- O=C(COc1ccc(Cl)cc1Cl)N1CCCCCC1
 : -22, 5, -1, -2, 10, -2, 1, -1
- C=CC[C@@H](CC(=O)N(CCO)Cc1ccccc1)C(=O)N[C@H](COC(=O)[C@@H](CC=C)Cc1ccc(F)cc1)c1ccccc1
 : 26, 32, 5, -6, 24, -5, 2, 2
- Cc1ccc(-c2ccc(C(=O)O)c(C)n2)cc1
 : -4, -9, -4, -1, 10, 14, 0, -4
- O=S(=O)(c1ccc(N2CCC(c3ccc(Cl)cc3)=N2)cc1)N(CCO)CCO
 : 29, 19, 6, 5, -261, 0, -26, -1
- CN1C(=O)C(C)(C)c2cc(S(=O)(=O)N3CCN(c4ccccc4)CC3)ccc21
 : -9, 11, -15, -6, 6, -22, 1, -1
- Cc1ccc(CC(NC(=O)c2ccccc2)C(=O)NCC(=O)O)cc1 (stereo unspecified)
 : -11, -16, 0, 3, 9, 9, -2, -13
- CCOCCCn1c(SCC(=O)NC(C)C)nc2ccccc2c1=O
 : -5, -25, 6, 0, 12, 4, 3, -3
- Cc1cc(C)cc(NC(=O)CSc2nc3[nH]ncc3c(=O)[nH]2)c1
 : -6, 4, -5, -11, -14, -11, 0, -1
- O=C(COc1ccccc1Br)N1CCN(c2ccccc2)CC1
 : 2, -5, 2, -4, -1, -7, 0, -2
- CCOc1ccccc1NC(=S)NC1CC2CCC1C2 (stereo unspecified)
 : -11, 12, -3, -7, 16, -12, 3, -8
- O=C(NC1CC1)c1ccc(Cl)c(S(=O)(=O)N2CCOCC2)c1
 : 12, 7, -8, -13, 12, 0, 2, -6
- O=C(COC(=O)CNC(=O)c1ccc(Cl)cc1Cl)Nc1ccc(N2CCOCC2)cc1
 : -9, 2, 5, 2, -2, -14, 3, -5
- CC1CN(C(=O)c2ccc(COCC(F)(F)F)o2)CC(C)O1 (stereo unspecified)
 : -5, -25, 9, -7, 13, 4, -1, -1
- COc1cccc(C(=O)Nc2ccccc2C(=O)N2CCCC2)c1
 : 8, -6, -3, -1, 27, 14, 1, 2
- CCOC(=O)CNC(=O)C1CCC(CNS(=O)(=O)c2cccc3nsnc23)CC1 (stereo unspecified)
 : -13, -1, 14, -22, 9, -6, 5, -5
- O=C(Nc1cccc(Cl)c1)c1ccccc1NC(=O)C1CCCCC1C(=O)O (stereo unspecified)
 : -1, -8, -1, -8, -184, 16, 2, -3
- CN(C)C1=NCCN1CCCC1CCCC1
 : -6, -1, 6, 2, 12, 1, 1, -4
- CC(C)NC(=O)Cn1cc(C(=O)COc2ccccc2)c2ccccc21
 : 15, -1, 3, -6, 14, -12, 1, -8
- CCc1c(C)c(C#N)c2nc3ccccc3n2c1-n1nc(C)cc1C
 : -8, 2, 2, 3, -196, -1, -26, -5
- CC(C)CN1Cc2ccccc2Oc2cc(Br)ccc2S1(=O)=O
 : -5, 14, 1, ·, 10, ·, 3, -1
- CCOc1ccc(-n2nc(C(=O)N3CCN(CC)CC3)c3ccccc3c2=O)cc1
 : -2, 5, 5, -3, -56, 5, 1, 0
- Cc1ccc(NC(=O)NC(=O)c2cnccc2C(F)(F)F)c(C)c1
 : 10, -1, -4, -7, -5, -11, 1, -3
- COc1ccc(CCNC(=O)CCCn2ncn3c(cc4occc43)c2=O)c(OC)c1
 : -10, 9, -10, 12, -6, 7, -4, 3
- CCOC(=O)C1=C(CSc2nc(C)ccc2C#N)OC(N)=C(C#N)C1c1cccc(OC)c1OC (stereo unspecified)
 : 38, 2, -4, 3, -162, 4, -18, 5
- Cc1ccc(C(=O)C(C)OC(=O)C2CC(=O)N(C3CCCCC3)C2)cc1 (stereo unspecified)
 : -7, -6, 4, -1, -3, -1, -1, -6
- CC(=O)Nc1ccc(Oc2cc(NC(C)=O)cc([N+](=O)[O-])c2)cc1
 : -23, -4, -5, 8, 2, -18, 2, -1
- COc1ccc(CCC(=O)NC2CCC(C)CC2)cc1 (stereo unspecified)
 : -6, 3, -10, -9, 10, -6, 1, -4
- O=C(COC(=O)Cc1ccc(Cl)cc1Cl)Nc1ccccc1OC(F)F
 : 24, 14, -2, -6, 17, -13, 2, -1
- CCc1nc(C)cn1S(=O)(=O)c1cc(Cl)c(OC)cc1Cl
 : -4, -11, 0, -6, 11, -23, 1, -12
- CCOc1ccccc1NC(=O)NC1CCN(CC(=O)Nc2ccc3c(c2)OCCO3)CC1
 : 6, 4, 9, 7, 12, -5, -1, 1
- O=C(Nc1cccc2ccccc12)c1cccc(F)c1
 : 12, -1, -4, -7, 5, 0, -1, 4
- O=C1CCN(c2ccc([N+](=O)[O-])cc2F)CC1
 : 6, 0, -5, -2, 21, -2, -1, -6
- COCCNc1nnc(Cc2ccc(Cl)cc2)c(=O)[nH]1
 : 2, -2, 3, 1, 2, -13, 2, 9
- O=C(Nc1sc2c(c1C(=O)NCc1cccnc1)CCCC2)c1ccco1
 : 14, 2, 4, 0, -276, 4, -24, 14
- Cc1nc2ccc(NC(=O)C3COc4ccccc4O3)cc2s1 (stereo unspecified)
 : 25, -19, -4, 0, 22, -2, -2, -1
- CC1CCN(CCCNC(=O)c2ccc(Cn3c(=S)[nH]c4ccc(Br)cc4c3=O)cc2)CC1
 : ·, 2, 2, -8, ·, 46, ·, ·
- O=C(CN(Cc1ccc(Cl)cc1)C(=O)CN1C(=O)COc2ccccc21)NC1CCCC1
 : -8, 11, 3, 3, 3, 10, 0, -7
- O=C1CCN(C(=S)NCCc2ccccc2)CC1
 : 0, -8, -8, -1, 9, -6, 1, -4

Source: PubChem (Sanford-Burnham Center for Chemical Genomics)
